Yeast growth tox = Inhibitors of S. cerevisiae growth, toxicity; growth inhibition, % at 25 µM (by protocol); S. cerevisiae wild-type growth, A595 turbidity, 16 h; AID 685; 0.3% of 30,000 active;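 active = mutant and wild-type yeast strains alike exhibit over 30% growth inhibition; inconclusive = a strain exceeds 50% while the second remains under 30%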;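 note: 0% = untreated cell controls and 100% = YPD media blanks without cells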
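System: S. cerevisiae wild-type or eIF2Bepsilon-R284H mutant strain; times: 16 h growth with compound, 30 °C; signal: absorbance at 595 nm (turbidity); measure: growth inhibition (%) versus cell controls and blanks; compound: 25 µM single dose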
eIF2B yeast act = modulators of yeast eIF2B activity | S. cerevisiae eIF2B-epsilon R284H, GCN4-lacZ luminescence | 0.91% of 27,000 active | AID 688 | inhibition, % at 25 µM (by protocol);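 active = mutant luminescence inhibited past about 50% while wild type luminescence and mutant growth stay under set limits, limit read from the data; inconclusive = mutant versus wild type luminescence inhibition gap past a set limit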; note: some compounds called inactive have numbers as strong as hits
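Times: 16 h growth with compound at 30 °C, 90 min Beta-Glo step; Assay system: yeast eIF2B-epsilon R284H mutant carrying GCN4–beta-galactosidase fusion; Measure: % inhibition of reporter signal and growth versus controls; Dosing: one concentration, 25 µM, 0.25% DMSO; Buffer or medium: YPD yeast growth medium; Measured by: Beta-Glo luminescence plus absorbance at 595 nm.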
Yeast growth tox inhibition % = also measured in Yeast growth tox; calls as there; growth inhibition, %; S. cerevisiae eIF2Bepsilon-R284H mutant growth, A595 turbidity, 16 h;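 each compound tested once at 25 µM; 0% equals untreated cells and 100% equals cell-free medium blanks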
eIF2B yeast act mutant toxicity = recorded beside eIF2B yeast act, whose call it bears; growth inhibition, %; measured here: mutant yeast growth, toxicity;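 each compound tested once at 25 µM; zero equals untreated control growth and 100 equals blank medium absorbance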
* = called active by the depositor; ? = inconclusive; nt = no result given. A portion of the library; count on the stated rates, not on these rows.

Values run as follows: Yeast growth tox	Yeast growth tox inhibition %	eIF2B yeast act	eIF2B yeast act mutant toxicity
> N#Cc1ccccc1N=C1CCCN1Cc1ccccc1
 : 7	0	10	nt
> Cc1nnc(NC(=O)c2c(F)c(F)c(F)c(F)c2F)s1
 : 3	12	47	12
> CCOC(=O)CC(N)c1ccc2c(c1)OCO2 (stereo unspecified)
 : -22	-23	14	-23
> O=C(O)C1C2C=CC(C2)C1C(=O)Nc1ccc2c(c1)OCCO2 (stereo unspecified)
 : -24	-20	4	-20
> CN1CCN(C(=O)C23CCC(C)(c4nc5ccccc5nc42)C3(C)C)CC1 (stereo unspecified)
 : -31	-10	8	-10
> CCOC(=O)N1CCN(c2cc3[nH]c(=S)[nH]c3cc2F)CC1
 : nt	nt	-15	nt
> COc1ccc(C(=O)Nc2cc(C)cc(C)c2)cc1S(=O)(=O)N1CCOCC1
 : 3	-5	-1	-5
> O=P(O)(CCCP(=O)(O)CCc1ccccc1)CCc1ccccc1
 : 21	-13	22	-13
> COc1nc(Oc2ccc(C(=O)O)cc2)nc(Oc2ccc(C(=O)O)cc2)n1
 : 5	0	24	nt
> COc1ccc(S(=O)(=O)N(C)CC(=O)Nc2ccccc2OC)cc1C
 : -6	-15	-5	-15
> CCN(CC)C(=O)C1CCN(S(=O)(=O)c2ccc3oc4ccccc4c3c2)CC1
 : 13	25	-18	25
> CCC(=O)N1CCN(c2nc3ccccc3s2)CC1
 : 12	12	17	12
> Cc1cc2n(n1)C(c1ccsc1)Nc1ccccc1-2 (stereo unspecified)
 : 8	-19	18	-19
> Cc1nnc(NCCN2CCOCC2)[nH]c1=O
 : 25	14	16	14
> O=C(O)C1C2C=CC(C2)C1C(=O)NC(c1ccccc1)c1ccccc1 (stereo unspecified)
 : 8	15	nt	nt
> CCCCOc1ccc(/C=c2\sc3ncnn3c2=O)cc1
 : nt	nt	-4	nt
> O=S(=O)(Nc1cccc(C(F)(F)F)c1)c1cnc[nH]1
 : 6	31	26	31
> O=C(C1CC2CCC1C2)N1CCN(Cc2ccc3c(c2)OCO3)CC1 (stereo unspecified)
 : -9	-6	35	-6
> CCOC(=O)CSc1nccc(N(C)C)c1C#N
 : 16	12	25	12
> CCn1cnc2sc(-c3ccccc3)cc2c1=O
 : 28	28	19	28
> COc1cc(NC(=O)C2CCCCC2)c2ncccc2c1
 : 15	27	19	27
> C=CCn1c(SCC(=O)N2CCN(c3ccccc3)CC2)nnc1-c1ccco1
 : 14	12	22	12
> O=C(NC(C(=O)NCCN1CCOCC1)C12CC3CC(CC(C3)C1)C2)C1CCCCC1 (stereo unspecified)
 : 22	28	15	28
> CC(C)(C)c1cc(NCCCn2ccnc2)n2ncc(-c3ccc(Cl)cc3)c2n1
 : ?	nt	96	111
> COc1cccc(OCCn2ccnc2)c1
 : -3	10	10	10
> Cc1cccc(-c2c3c(=O)n(C)c(=O)n(C)c3cn2-c2ccccc2O)c1
 : -4	-30	-8	-30
> COc1ccc(C(=O)n2c(-c3ccco3)nc3ccccc32)cc1
 : -2	-4	5	-4
> CCOC(=O)CC(=O)CSc1nnc2c(n1)[nH]c1ccccc12
 : 1	14	-17	14
> Cc1ccc(Nc2nc3c(c(=O)[nH]c(=O)n3C)n2Cc2ccc(F)cc2)cc1
 : -31	0	-6	nt
> COc1ccc(OC)c(S(=O)(=O)n2nc(C)cc2C)c1
 : 10	3	nt	nt

A few values from the results shown:
`COc1ccc(S(=O)(=O)N(C)CC(=O)Nc2ccccc2OC)cc1C` in Yeast growth tox inhibition % = -15
`COc1cccc(OCCn2ccnc2)c1` in Yeast growth tox = -3

7 structures already listed, arranged by formula weight, high to low.
Values run as follows: Yeast growth tox	Yeast growth tox inhibition %	eIF2B yeast act	eIF2B yeast act mutant toxicity
> O=C(NC(C(=O)NCCN1CCOCC1)C12CC3CC(CC(C3)C1)C2)C1CCCCC1 (stereo unspecified)
 : 22	28	15	28
> CN1CCN(C(=O)C23CCC(C)(c4nc5ccccc5nc42)C3(C)C)CC1 (stereo unspecified)
 : -31	-10	8	-10
> O=C(C1CC2CCC1C2)N1CCN(Cc2ccc3c(c2)OCO3)CC1 (stereo unspecified)
 : -9	-6	35	-6
> O=C(O)C1C2C=CC(C2)C1C(=O)Nc1ccc2c(c1)OCCO2 (stereo unspecified)
 : -24	-20	4	-20
> COc1cc(NC(=O)C2CCCCC2)c2ncccc2c1
 : 15	27	19	27
> Cc1cc2n(n1)C(c1ccsc1)Nc1ccccc1-2 (stereo unspecified)
 : 8	-19	18	-19
> CCOC(=O)CSc1nccc(N(C)C)c1C#N
 : 16	12	25	12

Back to the main list, repeating the 3 entries before the break.
Values run as follows: Yeast growth tox	Yeast growth tox inhibition %	eIF2B yeast act	eIF2B yeast act mutant toxicity
> CCOC(=O)CC(=O)CSc1nnc2c(n1)[nH]c1ccccc12
 : 1	14	-17	14
> Cc1ccc(Nc2nc3c(c(=O)[nH]c(=O)n3C)n2Cc2ccc(F)cc2)cc1
 : -31	0	-6	nt
> COc1ccc(OC)c(S(=O)(=O)n2nc(C)cc2C)c1
 : 10	3	nt	nt
> COC1(OC)N=C(N)C2(C#N)C(c3ccc(C)cc3)C12C#N (stereo unspecified)
 : 7	2	18	2
> CCN1CCN(C(c2cc(OC)c(OC)c(OC)c2)c2nnnn2C(C)C)CC1 (stereo unspecified)
 : 10	26	6	26
> Cc1cc(S(=O)(=O)Nc2c(C)ccc3nsnc23)ccc1F
 : 6	14	22	14
> CCCc1ccc(Oc2c(-c3ccc(O)c(C)c3O)n[nH]c2C)cc1
 : 81*	57*	-32	57
> CCOC(=O)c1[nH]c(C)c(C(=O)Nc2cc(OC)ccc2OC)c1C
 : 2	-9	-1	-9
> CCOc1cc(C2NC(=O)N(C)C(C)=C2C(=O)OC)cc(Br)c1O (stereo unspecified)
 : 11	-8	30	-8
> O=C(CSc1nc2ccccc2[nH]1)N1CCN(c2ccccc2)CC1
 : 15	8	37	8
> CSc1ccccc1C(=O)Nc1cccc(C(C)O)c1 (stereo unspecified)
 : 5	8	-10	8
> COc1cccc(C2NC(=O)c3sc(=S)n(-c4ccccc4)c3N2)c1 (stereo unspecified)
 : 14	35	14	35
> Nc1nc(SCC(=O)C23CC4CC(CC(C4)C2)C3)n[nH]1
 : 9	12	0	12
> CCn1c2ccccc2c2cc(NC(=O)c3ccco3)ccc21
 : 11	9	27	9
> Cc1cc(NC(=O)CSc2nnc(-c3cccs3)n2N)no1
 : -3	-10	-8	-10
> Cc1cc(C(F)F)nn1CC(=O)NCc1ccccc1F
 : -10	0	38	nt
> O=C(CCCCn1c(=O)c2ccccc2n(CC(=O)Nc2ccc(F)cc2)c1=O)NCc1ccco1
 : 5	-10	26	-10
> CCC1Oc2ccc(C)cc2N(CC(=O)N(Cc2cccnc2)Cc2cccc(F)c2)C1=O (stereo unspecified)
 : -6	-20	35	-20
> CC(C)Sc1nc2c(c(=O)[nH]c(=O)n2C)n1C
 : 16	-7	33	-7
> COc1cc2[nH]c(=O)n(Cc3ccccc3Cl)c(=O)c2cc1OC
 : -10	0	nt	nt
> O=C(Nc1ccc(Cl)cc1)c1cc2nc(C3CC3)cc(C(F)(F)F)n2n1
 : 2	-4	6	-4
> CCOC(=O)C(O)(CC(=O)Nc1cc(F)ccc1C)C(F)(F)F (stereo unspecified)
 : -15	0	5	nt
> COc1cccc(CNC(=O)C2CCCN(c3nc4ccccc4o3)C2)c1 (stereo unspecified)
 : 11	7	21	7
> COc1ccc(C2(C(=O)NCc3ccco3)CCCC2)cc1OC
 : 29	-5	6	-5
> Cc1ccc(CNC(=O)C2CC(=O)N(C3CCCCCCC3)C2)cc1 (stereo unspecified)
 : 8	10	21	10
> Cn1c(=O)n(CC(=O)Nc2ccccc2)c2ccccc21
 : -2	-24	22	-24
> CC(=O)N1CCc2cc(S(=O)(=O)NCCC(=O)NCCc3ccc(C)cc3)ccc21
 : 12	7	10	7
> CC1C/C(=C/c2cccn2C)C(=O)/C(=C/c2cccn2C)C1 (stereo unspecified)
 : 4	19	nt	nt
> CCc1nc(NCCN)c(C#N)c2c1CSC(C)(C)C2
 : -7	14	nt	nt
> CC(NC1CCCC1)C(=O)Nc1ccccc1-c1ccccc1 (stereo unspecified)
 : 11	-5	-1	-5
> Cc1ccc(S(=O)(=O)N2CCN(S(=O)(=O)c3ccc(C)cc3)C2c2ccccc2)cc1
 : 5	5	20	5
> COCCNC(=O)C(c1cccs1)N(C(=O)Cn1nnc2ccccc21)c1cccc(C)c1 (stereo unspecified)
 : -3	0	-10	nt
> CCOc1cc(/C=N/N=C(/N)c2nonc2N)cc(Br)c1OCc1ccc(Cl)cc1
 : 2	-11	21	-11
> CCOC(=O)C1CCN(S(=O)(=O)c2nc3nc(C)cc(C)n3n2)CC1
 : 12	7	21	7
> CCOC(=O)c1ccccc1NC(=O)COC(=O)C1=COCCO1
 : 36	-9	13	-9
> Cc1cc(Cl)c(S(=O)(=O)NCc2cccnc2)cc1OCC(N)=O
 : -1	-20	7	-20
> CCOc1nc(-c2ccccc2)ccc1-c1noc(-c2ccc(OC)c(OC)c2)n1
 : -35	-23	9	-23
> Cc1c(N(C)C(=O)c2ccccc2F)c(=O)n(-c2ccccc2)n1C
 : 27	3	20	3
> Cc1ccc2cc(CN(CC3CCCO3)S(=O)(=O)c3ccccc3)c3nnnn3c2c1 (stereo unspecified)
 : -15	-13	4	-13
> CCn1cc(C(=O)NCc2ccco2)c(=O)c2cc(S(=O)(=O)N3CCC(C)CC3)ccc21
 : -7	-8	21	-8
> COc1ccc(C(CNC(=O)c2ccc3c(c2)C(=O)N(CCC(C)C)C3=O)N2CCOCC2)cc1 (stereo unspecified)
 : -6	0	37	nt
> C=CCn1c(SCC)nc(O)cc1=O
 : 27	5	27	5
> Cc1cc(N2CCN(C(=O)c3ccco3)CC2)n2nc(-c3cccc(F)c3)cc2n1
 : -19	4	12	4
> Cc1ccc(CCN2C(=O)CCC2(C)C(=O)NCc2cccnc2)cc1 (stereo unspecified)
 : 36	9	nt	nt
> O=C(Nc1cccnc1)c1cc(F)cc(F)c1
 : 7	-10	11	-10
> O=C(CSc1nc(-c2ccco2)cc(C(F)(F)F)n1)Nc1ccc2c(c1)CCC2
 : -11	4	nt	nt
> COc1ccc(OC)c(CN2CCCC(CO)C2)c1 (stereo unspecified)
 : 12	21	nt	nt
> COc1ccc2c(=O)c(-c3nc(C)cs3)coc2c1
 : nt	nt	14	nt
> Cc1cc(C)nc(SCc2nc3ccccc3n2C)n1
 : 24	0	-8	nt
> CCCn1c(=O)c(C(=O)Nc2ccccc2)c(O)c2ccccc21
 : 17	12	-4	12
> CC(=O)N1CCC2(CC1)C(C#N)=C(N)Oc1n[nH]c(C)c12
 : -4	-10	19	-10
> CCOC(=O)c1cccc(NC(=O)CSc2nnc(CNc3ccc(C)cc3)n2CC)c1
 : 5	-3	50	-3
> O=C(NCCCN1CCC(Cc2ccccc2)CC1)C1CCN(S(=O)(=O)N2CCOCC2)CC1
 : 0	-23	16	-23
> O=c1c2cnn(-c3ccccc3)c2ncn1Cc1ccccn1
 : 8	11	15	11
> COc1cccc(-c2nc(NCCN3CCOCC3)c3ccccc3n2)c1O
 : 14	-4	-3	-4
> CCOc1ccc(C(=O)NCCC(=O)NCCCC(=O)O)cc1
 : 18	0	10	nt
> COc1ccc(S(=O)(=O)N2CCCC(C(=O)Nc3ccc(OC)c(OC)c3)C2)cc1 (stereo unspecified)
 : -14	-21	nt	nt
> Cc1nnc(SCC(=O)Nc2sc3c(c2C#N)CCCCC3)n1N
 : -3	24	nt	nt
> CCN(CC)c1ccc(NC(=O)c2[nH]c(C)c(C(C)=O)c2C)c(C)c1
 : 7	17	-35	17
> Cc1cccc(-c2n[nH]c(=S)n2Cc2ccccc2)c1
 : -7	0	27	nt
> COC(=O)c1[nH]c2cccc(OC)c2c1NC(=O)CN1CC2(C)CC1CC(C)(C)C2 (stereo unspecified)
 : 5	-11	nt	nt
> CC(C)(C)NC(=O)c1ccc2c(c1)N(CC(=O)N1CCN(c3ccccc3F)CC1)C(=O)C(C)(C)O2
 : 18	-1	21	-1
> CC(=O)Nc1ccc(C(=O)CSc2nnc(Cc3ccccc3)o2)cc1
 : -10	-3	nt	nt
> O=C(OCC#CCSc1nnc(-c2ccccc2)o1)c1cc2ccccc2o1
 : 18	12	-10	12
> N=c1ccn(Cc2ccc(Cl)cc2Cl)cc1
 : 12	5	18	5

One compound at a time (already shown). Screens in order: Yeast growth tox | Yeast growth tox inhibition % | eIF2B yeast act | eIF2B yeast act mutant toxicity
Record of COc1cccc(-c2nc(NCCN3CCOCC3)c3ccccc3n2)c1O : 14 | -4 | -3 | -4
Record of CCOC(=O)c1cccc(NC(=O)CSc2nnc(CNc3ccc(C)cc3)n2CC)c1 : 5 | -3 | 50 | -3
Record of O=C(Nc1cccnc1)c1cc(F)cc(F)c1 : 7 | -10 | 11 | -10
Record of CC(=O)N1CCC2(CC1)C(C#N)=C(N)Oc1n[nH]c(C)c12 : -4 | -10 | 19 | -10
Record of CCn1cc(C(=O)NCc2ccco2)c(=O)c2cc(S(=O)(=O)N3CCC(C)CC3)ccc21 : -7 | -8 | 21 | -8
